USP2a block: blocks human ubiquitin-specific protease USP2a; O75604; Potency, µM (top dose mostly 38.3 µM), without a hit: top-dose activity change, negative = inhibition, actives largely listed as inhibitors; 330,000 tested, 0.01% active; USP2 core, Ub-CHOP2 coupled fluorogenic reporter, 485/531;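 also: potency is read from the fitted curve at half-maximal effect; plate controls were DMSO wells for no effect and full inhibition by NEM control for full effect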
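Deubiquitinase activity read as fluorescence (485/531 nm) after Ub-CHOP2 cleavage activates the enterokinase reporter on its substrate; USP2 core 10nM, Ub-CHOP2 and substrate 25nM each, 30min compound preincubation then 60min RT; data normalized to NEM, curves fitted.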
Eya2 phos inh: blocks the phosphatase activity of human Eya2; O00167; recombinant Eya2, OMFP fluorescence dephosphorylation (OMFP is methylfluorescein phosphate); Potency, µM (highest dose often 76.9 µM), for inactives: at the highest dose activity, negative = inhibition, usual class: inhibitors; 330,000 tested, 0.006% active; AID 488837; also: potency is read from the fitted curve at half-maximal effect; % is scaled to controls: 0 for no effect and ±100 for the full control effect
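Eya2 protein (added as 0.2 uM solution) was preincubated with compound for 10 min at ambient temperature in 50 mM HEPES pH 7.5, 50 mM NaCl, 5 uM MgCl2, 0.05% BSA, 1 mM DTT. OMFP (added at 50 uM) then reacted 10 min; fluorescence read at 485/525 nm.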
TRPV1 ag: agonists of human vanilloid receptor 1 (TRPV1) | Q8NER1 | TRPV1-expressing cells, Fluo-8 calcium influx, agonist mode | activation, % at 8.33 µM | 320,000 tested, 0.19% active; in the data active = activation above about 80%; inconclusive = between about 30% and that limit; also: 0% is about no effect
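Cells expressing TRPV1 were dye-loaded with Fluo-8 and read kinetically: 10 s baseline, 3 min after compound (agonist portion), then 2 min after EC20 capsaicin (allosteric enhancer portion). Calcium-bound dye fluorescence at 480/520 nm.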
uPA generation: inhibitors of cell surface uPA generation; cell surface uPA generation assay, qHTS; Potency, µM (highest dose often 38.3 µM), without a hit: at the highest dose activity change, negative = inhibition, actives largely listed as inhibitors; 330,000 tested, 0.31% active; AID 540303; active = well fitted inhibition curve with a large enough effect; inconclusive = small, poorly fitted or top-dose-only effect; inactive = no such curve, though single readings can be large or run the other way; tested in mouse RAW 264.7 cells; also: potency is read from the fitted curve at half-maximal effect; % is scaled to controls: 0 for no effect and ±100 for the full control effect; nearly all actives have a fitted effect of over 55% in size
B2AR arrestin: recruits beta-arrestin to the human beta2-adrenergic receptor | P07550 | beta-arrestin recruitment to beta2AR, cell-based reporter | Potency, µM (titrated, usually from 46.1 µM), without a hit: top-dose activation, usual class: activators | 330,000 tested, 0.02% active;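 also: potency is read from the fitted curve at half-maximal effect; 0% = DMSO controls and full agonism = EC100 isoproterenol or metaproterenol; nearly all actives have a fitted effect of over 65% in size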
Target sequence (P07550 whole entry, looked up): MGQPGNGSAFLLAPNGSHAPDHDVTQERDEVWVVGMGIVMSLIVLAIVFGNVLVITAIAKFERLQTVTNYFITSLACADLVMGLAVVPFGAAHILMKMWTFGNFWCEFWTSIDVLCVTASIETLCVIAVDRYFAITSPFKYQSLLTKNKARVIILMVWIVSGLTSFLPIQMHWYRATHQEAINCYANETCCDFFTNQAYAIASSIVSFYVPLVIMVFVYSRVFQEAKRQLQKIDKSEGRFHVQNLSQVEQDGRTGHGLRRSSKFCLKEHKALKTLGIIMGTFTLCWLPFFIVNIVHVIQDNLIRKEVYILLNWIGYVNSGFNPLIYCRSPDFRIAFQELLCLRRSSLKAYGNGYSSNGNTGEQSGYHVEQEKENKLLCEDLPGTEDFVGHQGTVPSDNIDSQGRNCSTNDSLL
a7 integrin act: activators of alpha7 integrin expression for muscular dystrophy | alpha7betagal myoblasts, beta-gal FDG fluorescence, 48 h | Potency, µM (series often up to 38.3 µM), for inactives: at the top dose activation, hits mostly activators | 350,000 tested, 0.064% active;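 also: potency is read from the fitted curve at half-maximal effect; 100% = response of the positive control SU9516; nearly all actives have a fitted effect of over 60% in size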
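alpha7betagal+/- myoblasts (passage 13, 250/well) treated 48 h at 37C with compounds at 1:260 dilution of DMSO stock. Lysed, then beta-galactosidase activity read as FDG fluorescence (ex 480/em 540) after 30 min, with pre-read for autofluorescence.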
PTAP TSG101 blk: blocks PTAP/TSG101 interaction to inhibit HIV-1 budding | 340,000 tested, under 10 active | Q99816 | Potency, µM (series often up to 115 µM), for inactives: at the highest dose activity change, negative = inhibition, most hits filed as inhibitors | Fluorescence polarization, FITC-PTAP peptide / Tsg101 binding; active = well fitted inhibition curve with a large enough effect in the main read-out, with a control signal flat, not every such curve was filed as active; inconclusive = small, poorly fitted or top-dose-only effect, or effect the other way, or a change in a side signal; inactive = no such curve, though single readings can be large or run the other way; also: potency is read from the fitted curve at half-maximal effect; % of control where 0% means no effect
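FP read-out: FITC-PTAP peptide, 50 nM final, binding Tsg101 binding domain, 10 uM final; 20 min, r.t.; 10 mM HEPES pH 7.5, 0.15 M NaCl, 0.01% Tween 20, 3 mM EDTA, 0.1 mM TCEP.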
ASM inhibitor: blocks human secretory acid sphingomyelinase; P17405; placental ASM, HMU-PC fluorogenic substrate, 60 min; Potency, µM (top dose mostly 57.5 µM), without a hit: at the highest dose activity change, negative = inhibition, usual class: inhibitors; 340,000 tested, 0.006% active; AID 504937; also: potency is read from the fitted curve at half-maximal effect
Target sequence (P17405 47-631 limits assumed): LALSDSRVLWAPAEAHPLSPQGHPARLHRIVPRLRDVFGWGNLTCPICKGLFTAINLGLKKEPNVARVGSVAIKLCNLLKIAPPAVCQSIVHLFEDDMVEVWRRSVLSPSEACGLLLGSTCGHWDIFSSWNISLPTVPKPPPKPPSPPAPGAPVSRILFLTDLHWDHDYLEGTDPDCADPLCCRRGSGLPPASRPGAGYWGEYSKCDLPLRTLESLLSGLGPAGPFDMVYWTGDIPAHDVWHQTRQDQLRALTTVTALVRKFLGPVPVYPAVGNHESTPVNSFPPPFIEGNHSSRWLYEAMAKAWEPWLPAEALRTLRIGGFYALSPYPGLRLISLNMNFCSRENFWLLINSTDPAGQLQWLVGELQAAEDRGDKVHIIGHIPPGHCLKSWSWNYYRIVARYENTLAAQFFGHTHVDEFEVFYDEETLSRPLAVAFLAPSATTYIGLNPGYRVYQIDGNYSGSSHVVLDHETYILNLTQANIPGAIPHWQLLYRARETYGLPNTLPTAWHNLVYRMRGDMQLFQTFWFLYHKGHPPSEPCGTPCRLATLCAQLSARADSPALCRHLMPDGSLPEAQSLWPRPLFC
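Fluorescence read-out (Ex 386 nm, Em 447 nm) after stopping the reaction at pH 10. Enzyme: ASM from human placenta; substrate HMU-PC0, 9 uM final; 60 min, 37 °C. Compound preincubation 10 min, ambient temperature.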
BRCA1 expr up: activators of BRCA1 expression; MCF7-BRCA1-FFLuc reporter, luminescence, 48 h; response scale: scaled: vehicle 0%, 10 µM genistein 100%; Potency, µM (series often up to 46.1 µM), for inactives: at the top dose activation, usual class: activators; 380,000 tested, 1.1% active; AID 624202; also: potency is read from the fitted curve at half-maximal effect; nearly all actives have a fitted effect of over 80% in size; some results filed as inactive show a strong effect at the top dose
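Luminescence from a BRCA1-driven firefly luciferase in MCF7 cells was the read-out, taken 15 min after substrate addition following 48 h compound exposure at 37 °C. Data were normalized to a 10 microM genistein control and DMSO vehicle.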
ELG1 genotox: inducers of genotoxicity in HEK293T ELG1-luciferase cells. HEK293T ELG1-luciferase reporter, luminescence, 16 h. Potency, µM (series often up to 46 µM), for inactives: at the top dose activity change, positive = activation, most hits filed as activators. 330,000 tested, 1.3% active. AID 504466; also: potency is read from the fitted curve at half-maximal effect; % of control where 0% means no effect; nearly all actives have a fitted effect of over 60% in size
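After overnight (16 hr) compound treatment at 37 °C, ELG1-luciferase HEK293T cells were lysed with ONE-Glo; luminescence quantified 30 min later at room temperature.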
p53 reactivation: mutant p53 re-activation in reporter cells. AID 504706. Potency, µM (titrated, usually from 92.2 µM), inactives show at the highest dose activity change, positive = activation, most hits filed as activators. 320,000 tested, 0.063% active. H1299 p53-A138V BP100-luciferase reporter, luminescence, 24 h; also: potency is read from the fitted curve at half-maximal effect; % of control where 0% means no effect; nearly all actives have a fitted effect of over 45% in size
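H1299 (p53-null), stable ts p53-A138V + BP100-Luc; 1000 cells/well, Opti-MEM/10% FBS; cpd 4 pt, 1:5; 24 h, 37 deg C, 5% CO2; detection reagent 10 min RT; luminescence.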
* marks the source's active call; other numbers are inactive results; ? = inconclusive; . = no result given; [ ] = dose if it differs, or a comment. Unless noted, calls follow the shape of the dose curve; as a rule, active = well fitted curve in the direction sought with a large enough effect; inconclusive = small, poorly fitted or top-dose-only effect, or another doubt; inactive = no such curve, though single readings can be large; an effect the other way counts as inactive or inconclusive.

Screens by letter: A = USP2a block; B = Eya2 phos inh; C = TRPV1 ag; D = uPA generation; E = B2AR arrestin; F = a7 integrin act; G = PTAP TSG101 blk; H = ASM inhibitor; I = BRCA1 expr up; J = ELG1 genotox; K = p53 reactivation
Cc1ccn2c(=O)nc(SCC(=O)Nc3cccc4ccccc34)nc2c1
  A = -1%	B = 1%	C = 0	D = 2%	E = 1.0%	F = 0%	G = 0%	H = -3%	I = -13%	J = -2%	K = -6%

NC(=O)C1CCN(C(=O)c2ccccc2SCC(=O)NCC2CCCCC2)CC1
  A = 3%	B = -5%	C = -2	D = 3%	E = 0.3%	F = 3%	G = .	H = 1%	I = -14%	J = ?	K = -6%

CC1CN(c2nc3ccccc3nc2NS(=O)(=O)c2ccccc2)CC(C)O1 (stereo not given)
  A = -2%	B = -23%	C = .	D = 3%	E = -0.2%	F = 0%	G = -6%	H = 17%	I = -42%	J = -2%	K = 0%

CCc1nc(N2CCN(c3nc(C)cc(C)n3)CC2)c2oc3ccccc3c2n1
  A = -1%	B = -4%	C = -1	D = .	E = -1.1%	F = .	G = .	H = .	I = .	J = 2%	K = -7%

COc1cccc(C(=O)N2N=C(c3cccc(OC)c3)CC2(O)C(F)(F)F)c1 (stereo not given)
  A = -1%	B = ?	C = .	D = 3%	E = 0.0%	F = 14%	G = -7%	H = -3%	I = 2%	J = 1%	K = 7%

Cc1ccc(Nc2nc(-c3ccc(S(=O)(=O)N4CCCC4)cc3)cs2)cc1C
  A = 1%	B = 6%	C = -1	D = .	E = 0.0%	F = -15%[7.66 µM]	G = -6%	H = 20%	I = -73%	J = -11%	K = 4%

Cc1cc(C)c2c(=O)[nH]c(SCC(=O)c3ccc(F)c(C)c3)nc2n1
  A = 2%	B = 1%	C = -1	D = 2%	E = -0.2%	F = 20%	G = -5%	H = -2%	I = 5%	J = 1%	K = 6%

O=c1c2c3n(c(=S)nc2[nH]n1-c1ccccc1)CCCCC3
  A = 4%	B = 11%	C = -6	D = .	E = -0.7%	F = -6%	G = -2%	H = 0%	I = -1%	J = 0%	K = -3%

Cn1c(N)c(C(=O)COC(=O)COc2ccccc2C#N)c(=O)n(C)c1=O
  A = 1%	B = 18%	C = -1	D = 3%	E = 0.0%	F = -8%	G = -4%	H = 9%	I = -13%	J = 0%	K = 6%

CCSc1nnc(NC(=O)CC(C)C)s1
  A = 2%	B = 1%	C = -2	D = 7%	E = 0.0%	F = -17%	G = 1%	H = 5%	I = 9%	J = 5%	K = 2%

CCOC(=O)C(NC(=O)c1ccccc1)(Nc1nnc(C)s1)C(F)(F)F (stereo not given)
  A = 5%	B = -8%	C = 0	D = -1%	E = -0.2%	F = 41%	G = -1%	H = -2%	I = -19%	J = 0%	K = -7%

Cc1onc(-c2ccccc2Cl)c1C(=O)NNC(=O)C1CCN(Cc2ccccc2)CC1
  A = 1%	B = 10%	C = 1	D = -8%	E = -0.9%	F = ?	G = -1%	H = 2%	I = 1%	J = 1%	K = ?

N=c1n(CC(=O)c2ccc(Br)cc2)c2ccccc2n1Cc1ccccc1
  A = 7%	B = -16%	C = 2	D = 12%	E = 0.0%	F = -16%	G = 1%	H = -20%	I = 0%	J = 9%	K = 0%

COc1ccc(/C=C/C(=O)N2CCN(S(=O)(=O)/C=C/c3ccccc3)CC2)cc1OC
  A = -1%	B = -7%	C = 0	D = -2%	E = 6.0%	F = 3%	G = -2%	H = 0%	I = -17%	J = 1%	K = -2%

CCC1(c2ccc(F)cc2)NC(=O)N(CC(=O)Nc2cccc(S(=O)(=O)N3CCOCC3)c2)C1=O (stereo not given)
  A = .	B = .	C = .	D = 22%	E = .	F = 7%	G = -4%	H = -1%	I = -21%	J = .	K = .

CN1CCN(C(=O)c2ccc(COc3cc(Cl)ccc3Cl)o2)CC1
  A = 0%	B = -13%	C = 6	D = -4%	E = 3.7%	F = 9%	G = 0%	H = 2%	I = -12%	J = 6%	K = 3%

O=C(Nc1ccc(NC(=O)c2ccccc2F)cn1)c1ccco1
  A = 0%	B = 9%	C = 0	D = -15%	E = -0.3%	F = 6%	G = -5%	H = 0%	I = ?	J = ?	K = 3%

COc1cccc(CNC(=O)C2CSC3(C)CCC(=O)N23)c1 (stereo not given)
  A = 0%	B = -5%	C = 11	D = -5%	E = -0.9%	F = -12%	G = 5%	H = 3%	I = 0%	J = 7%	K = -1%

C/C(=N\NC(=O)c1cccc(N/N=C(\C)c2cc(O)ccc2O)c1)c1cc(O)ccc1O
  A = -1%	B = 5%	C = 0	D = -11%	E = -0.2%	F = -23%	G = 0%	H = ?	I = -87%[inhibitor]	J = -15%	K = 9%

CC(CNC(=O)COc1ccccc1)OC(=O)Nc1ccc(Cl)c(Cl)c1 (stereo not given)
  A = 0%	B = -2%	C = 7	D = -9%	E = -0.2%	F = 12%	G = 0%	H = -11%	I = -13%	J = 0%	K = 7%

CN(CC(=O)Nc1c(Cl)cccc1Cl)C(=O)CCc1nc2sc3c(c2c(=O)[nH]1)CCCC3
  A = 0%	B = 12%	C = -1	D = 17%	E = 0.1%	F = -11%	G = 1%	H = .	I = -8%	J = 0%	K = -5%

Cc1ccc2nc(-c3ccc(SCC(=O)O)nc3)[nH]c2c1
  A = 3%	B = -11%	C = -4	D = -8%	E = -0.2%	F = 21%	G = -3%	H = 6%	I = -30%	J = 2%	K = ?

O=C(Nc1ccc(Br)c(C(F)(F)F)c1)c1ccccc1
  A = 3%	B = -4%	C = ?	D = -2%	E = 0.1%	F = -31%	G = 0%	H = -7%	I = -65%	J = 2%	K = 11%

Cc1ccc(NC(=O)COc2ccc3oc4c(c3c2)CCCC4)nc1
  A = -1%	B = -9%	C = 4	D = -5%	E = 0.1%	F = 11%	G = -4%	H = -1%	I = -23%	J = 3%	K = -7%

CCOC(=O)COc1nc(N(C)C)nc(N(C)C)n1
  A = 4%	B = 9%	C = 2	D = 1%	E = -0.4%	F = 3%	G = -2%	H = 2%	I = -9%	J = 0%	K = -3%

COc1ccc(-c2nnc(NC(=O)C3CCCO3)s2)cc1 (stereo not given)
  A = -8%	B = -23%	C = 4	D = -5%	E = -0.2%	F = -27%	G = -3%	H = -1%	I = 26%	J = ?	K = 24%

Cc1nnc(NC(=O)CSc2nnc(C)n2-c2ccc(F)cc2)s1
  A = -1%	B = -5%	C = 1	D = -3%	E = 0.0%	F = -31%	G = -3%	H = -2%	I = 3%	J = 3%	K = 1%

CC(=O)C1=C(O)C(=O)N(Cc2ccco2)C1c1ccccc1 (stereo not given)
  A = 1%	B = 25%	C = 3	D = 9%	E = -0.1%	F = 0%	G = -8%	H = 2%	I = 10%	J = 9%	K = 0%

Cc1cc(CNC(=O)COc2cc(F)ccc2[N+](=O)[O-])c2ccccc2n1
  A = 3%	B = -10%	C = -2	D = -5%	E = -1.2%	F = -20%	G = -1%	H = -4%	I = -32%	J = 0%	K = -2%

CS(=O)(=O)c1ccc(-c2sc3ccccc3c2C#CCCO)cc1
  A = 1%	B = -16%	C = .	D = 14%	E = -0.1%	F = -15%	G = .	H = 7%	I = -19%	J = -4%	K = -4%

Compound profiles, from the list above. Screens in order: USP2a block | Eya2 phos inh | TRPV1 ag | uPA generation | B2AR arrestin | a7 integrin act | PTAP TSG101 blk | ASM inhibitor | BRCA1 expr up | ELG1 genotox | p53 reactivation
Record of Cc1ccc(NC(=O)COc2ccc3oc4c(c3c2)CCCC4)nc1 = -1% | -9% | 4 | -5% | 0.1% | 11% | -4% | -1% | -23% | 3% | -7%
Record of CS(=O)(=O)c1ccc(-c2sc3ccccc3c2C#CCCO)cc1 = 1% | -16% | . | 14% | -0.1% | -15% | . | 7% | -19% | -4% | -4%
Record of Cc1nnc(NC(=O)CSc2nnc(C)n2-c2ccc(F)cc2)s1 = -1% | -5% | 1 | -3% | 0.0% | -31% | -3% | -2% | 3% | 3% | 1%
Record of CCOC(=O)COc1nc(N(C)C)nc(N(C)C)n1 = 4% | 9% | 2 | 1% | -0.4% | 3% | -2% | 2% | -9% | 0% | -3%
Record of Cc1ccc2nc(-c3ccc(SCC(=O)O)nc3)[nH]c2c1 = 3% | -11% | -4 | -8% | -0.2% | 21% | -3% | 6% | -30% | 2% | ?

Screens from PubChem BioAssay.
